Source: PubChem BioAssay (Sanford-Burnham Center for Chemical Genomics)
APOBEC3A inh = human APOBEC3A DNA deaminase inhibition; P31941; recombinant A3A, FAM/TAMRA ssDNA deamination fluorescence; inhibition, % at 20 µM; 0.41% of 330,000 active; AID 493011;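 active = at least 40% inhibition at 20 µM here, with at most 30% in a related deaminase screen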;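 note: plate controls were A3A with DMSO for no effect and wells lacking A3A enzyme for full effect; some results filed as inactive read as strong as hits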
SENP1 inh = blocks the human SENP1 SUMO protease catalytic domain; Q9P0U3; recombinant SENP1 catalytic domain, CyPet-SUMO1-YPet FRET cleavage; inhibition, % at 10 µM; 0.21% of 360,000 active; AID 624204;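 active = inhibition at least 30% at 10 µM, raw YFP signal under a set limit, fluorescence ratio 0.5 to 1.5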;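 note: 0% = enzyme with DMSO and 100% = no enzyme wells; some results filed as inactive read as strong as hits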
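system = hSENP1 catalytic domain, recombinant | reagent = SFCypet-SUMO1-SFYpet substrate at 25 nM | doses = one dose per compound, 10 µM, 0.5% DMSO | incubation = enzyme reaction for 50 min at room temperature, dark | measured by = FRET, CFP and YFP emission | controls = no-enzyme low, enzyme-DMSO high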
NLRP3 yeast inh = NALP3 inhibition in yeast; Yeast reconstituted NLRP3/ASC/caspase-1, beta-gal luminescence, 24 h; inhibition, % at 10 µM; 0.39% of 330,000 active; AID 2825;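 active = inhibition of 50% or more; inactive = inhibition below 50%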;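 note: plate controls were induced DMSO wells for no effect and uninduced yeast grown without galactose for full effect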
A3G deaminase = APOBEC3G (human) deaminase inhibition; inhibition, % at 20 µM; Q9HC16; recombinant A3G, ssDNA deamination FAM/TAMRA fluorescence; AID 493012; 0.28% of 330,000 active;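 active = inhibition of at least 40% at 20 µM, with no more than 30% in the related APOBEC3A deaminase screen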;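 note: plate controls were DMSO wells with A3G for no effect and wells lacking A3G enzyme for full effect; some compounds called inactive have numbers as strong as hits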
Target sequence (Q9HC16 whole entry, looked up): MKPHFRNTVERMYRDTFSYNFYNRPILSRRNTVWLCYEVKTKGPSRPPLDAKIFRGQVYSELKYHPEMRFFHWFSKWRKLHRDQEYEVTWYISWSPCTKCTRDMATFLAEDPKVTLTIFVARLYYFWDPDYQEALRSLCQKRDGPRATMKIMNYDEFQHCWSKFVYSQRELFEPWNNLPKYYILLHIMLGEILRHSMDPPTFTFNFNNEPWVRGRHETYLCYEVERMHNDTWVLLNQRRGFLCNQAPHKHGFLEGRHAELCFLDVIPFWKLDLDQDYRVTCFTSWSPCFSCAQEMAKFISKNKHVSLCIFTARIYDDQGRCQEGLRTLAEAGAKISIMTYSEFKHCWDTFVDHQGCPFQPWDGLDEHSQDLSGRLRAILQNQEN
hIAP act = human IAP activation. AID 2524. 0.16% of 330,000 active. purified human IAP, CDP-Star luminescence, 30 min; stronger effect = higher value; 1 = vehicle-only enzyme, 0 = enzyme-free background. activation factor at 10 µM;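 active = activation factor of the enzyme at least 2-fold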; note: the source names both 10 and 20 µM as test concentration; values of inactives mirror those of a sister screen read the other way
Target sequence (P09923 whole entry, looked up): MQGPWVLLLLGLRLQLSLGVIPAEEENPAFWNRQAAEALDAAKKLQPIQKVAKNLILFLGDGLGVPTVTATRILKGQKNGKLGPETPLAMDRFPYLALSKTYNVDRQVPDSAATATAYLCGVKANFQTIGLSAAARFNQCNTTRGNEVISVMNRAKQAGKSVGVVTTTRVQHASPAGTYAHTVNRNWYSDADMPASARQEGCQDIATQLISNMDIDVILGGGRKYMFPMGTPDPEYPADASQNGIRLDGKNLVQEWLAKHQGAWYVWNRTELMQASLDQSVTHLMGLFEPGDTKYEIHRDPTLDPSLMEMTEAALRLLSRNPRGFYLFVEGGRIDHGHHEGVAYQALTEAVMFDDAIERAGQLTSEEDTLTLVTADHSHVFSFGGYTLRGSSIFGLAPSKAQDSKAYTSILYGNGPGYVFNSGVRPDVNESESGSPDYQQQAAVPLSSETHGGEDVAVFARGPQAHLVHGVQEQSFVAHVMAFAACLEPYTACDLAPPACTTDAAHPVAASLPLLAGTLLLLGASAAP
mIAP block = mouse IAP inhibition. purified mouse IAP, CDP-Star luminescence, 30 min. 0.2% of 330,000 active. inhibition, % at 10 µM;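 active = inhibition of at least 40% at 10 µM in the primary screen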;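 note: plate controls were DMSO with enzyme for no effect and no enzyme wells for full effect; values of inactives mirror those of a sister screen read the other way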
beta cell repl = MIN6 beta-cell proliferation induction; proliferation, % at 10 µM; 0.29% of 330,000 active; MIN6 cells proliferation, ATPlite luminescence, 48 h; cells starved in 0.2% serum; 100% = growth in 10% serum;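 active = compounds whose signal lies at least 3.5 SD above the mean of all wells on their plate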;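 note: 0% = DMSO-treated cells in low-serum medium and 100% = 10% serum control; some compounds called inactive have numbers as strong as hits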
hIAP block = blocks human intestinal alkaline phosphatase | inhibition, % at 10 µM | 0.12% of 330,000 active | purified IAP, CDP-Star luminescence, 30 min | AID 2544 | P09923;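 active = inhibition reaching a set limit with compound at 10 µM in the primary screen, cut at about 35% in these data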;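 note: plate controls were DMSO wells with enzyme for no effect and no-enzyme buffer wells for full effect; values of inactives mirror those of a sister screen read the other way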
mIAP activ = increases mouse intestinal alkaline phosphatase activity; 0.24% of 330,000 active; activation factor at 10 µM; AID 2805; muIAP, CDP-Star luminescence, 30 min; stronger effect = higher value; 1 = vehicle-only enzyme signal, 0 = enzyme-free wells;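 active = activation factor of at least 2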; note: the source names both 10 and 20 µM as test concentration; values of inactives mirror those of a sister screen read the other way
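also added = chemiluminescent substrate CDP-Star | test system = mouse IAP enzyme | signal = chemiluminescence readout | compound = DMSO-dissolved test compounds | incubation = 30 min at room temperature | benchmarks = DMSO wells, no-enzyme wells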
The depositor's hits bear a star; & = joins results of further samples. Some of the compounds tested. The share of hits here may be higher or lower than overall.

structure | APOBEC3A inh | SENP1 inh | NLRP3 yeast inh | A3G deaminase | hIAP act | mIAP block | beta cell repl | hIAP block | mIAP activ
O=C(NCC(O)c1ccc([N+](=O)[O-])cc1)C(c1ccccc1)c1ccccc1 (stereo not given) | -3 | 1 | 6 | -7 | 1.1 | 9 | 0 | -9 | 0.91
OCC1(Cc2ccccc2)CCN(Cc2cnc(-c3ccc(Cl)cc3)nc2)CC1 | 3 | -3 | 16 | -4 | 1 | 6 | -4 | -1 | 0.94
CC(=O)Oc1oc(-c2ccccc2)nc1C=Nc1ccccc1 | 1 | -2 | 12 | -6 | 0.93 | -2 | -3 | 7 | 1
CCNC(=O)C1Cc2cc(S(=O)(=O)N3CCCC3)ccc2N1C(C)=O (stereo not given) | -6 | 0 | 6 | -5 | 1 | 5 | 0 | -4 | 0.95
CNS(=O)(=O)c1ccc(NC(=O)C2c3ccccc3Oc3ccccc32)cc1 | -2 | 0 | -6 | -7 | 1.1 | -12 | 0 | -6 | 1.1
Cc1ccc2onc(CC(=O)O)c2c1 | 3 | 1 | 6 | -2 | 0.93 | 8 | -1 | 7 | 0.92
CCOc1ccccc1NC(=O)CCCn1cc([N+](=O)[O-])cn1 | -3 | 0 | 7 | -3 | 1.2 | -7 | -2 | -15 | 1.1
O=S(=O)(c1ccc(F)cc1)N1CCC2(CC1)OCCN2S(=O)(=O)c1cccs1 | -3 | 1 | 8 | -2 | 0.91 | 4 | 3 | 9 | 0.96
COc1ccc(/C(N)=N/OC(=O)CN(C)S(=O)(=O)c2ccccc2)cc1 | -2 | -1 | 27 | -4 | 1.1 | -3 | -2 | -14 | 1
O=C(OCc1ccc(F)cc1)c1cccnc1Cl | 3 | 4 | 21 | 0 | 0.93 | -2 | 1 | 7 | 1
CCOC(=O)Cn1cc(C(=O)C(=O)N2CCOCC2)c2ccccc21 | -1 | 4 | 8 | -4 | 0.95 | 4 | 1 | 5 | 0.96
C=CCn1c(-c2ccc(OC)cc2)nc2ccccc21 | 2 | 0 | 21 | -2 | 0.99 | 7 | -2 | 1 | 0.93
O=C(NCc1ccco1)/C(=C/c1ccc(F)cc1)NC(=O)c1ccccc1 | -4 | 1 | 10 | -15 | 0.75 | 0 | 0 | 25 | 1
O=c1c(-n2cncn2)c[nH]n1-c1cccc(Cl)n1 | -2 | 1 | 1 | 1 | 0.97 | -5 | -1 | 2 | 1.1
Cc1ccc(C(=O)NCC(=O)OCC(=O)Nc2cccc(S(=O)(=O)N3CCCC3)c2)cc1C | 5 | 3 | 15 | 0 | 0.98 | 1 | 0 | 2 | 0.99
CCOC(=O)c1c(CC(C)C)csc1/N=C/C1=C(O)CCCC1=O | -3 | -96 | 19 | -8 | 0.97 | 24 | -1 | 3 | 0.76
CSc1ccc(/C=C/C(=O)c2c(O)cc(C)oc2=O)cc1 | -4 | -28 | 6 | -4 | 1.2 | -3 | -5 | -20 | 1
CN(C(=O)CSc1nnc2ccccn12)C1CCS(=O)(=O)C1 (stereo not given) | -5 | -1 | 6 | -3 | 1.2 | 5 | 0 | -23 | 0.95
CCCc1cc(N2CCN(C(=O)c3ccco3)CC2)n2c(nc3ccccc32)c1C#N | -2 | -21 | -21 | 2 | 1 | -27 | 2 | -3 | 1.3
CCc1c(C)[nH]c2c(C)cccc2c1=O | -1 | -1 | -3 | -4 | 0.98 | 0 | 4 | 2 | 1

Only mIAP activ, for some of the entries so far:
| SMILES | mIAP activ |
| --- | --- |
| Cc1ccc(C(=O)NCC(=O)OCC(=O)Nc2cccc(S(=O)(=O)N3CCCC3)c2)cc1C | 0.99 |
| CCOC(=O)c1c(CC(C)C)csc1/N=C/C1=C(O)CCCC1=O | 0.76 |

Profiles from above.
O=C(OCc1ccc(F)cc1)c1cccnc1Cl across the screens: APOBEC3A inh: 3; SENP1 inh: 4; NLRP3 yeast inh: 21; A3G deaminase: 0; hIAP act: 0.93; mIAP block: -2; beta cell repl: 1; hIAP block: 7; mIAP activ: 1
CCOC(=O)Cn1cc(C(=O)C(=O)N2CCOCC2)c2ccccc21 across the screens: APOBEC3A inh: -1; SENP1 inh: 4; NLRP3 yeast inh: 8; A3G deaminase: -4; hIAP act: 0.95; mIAP block: 4; beta cell repl: 1; hIAP block: 5; mIAP activ: 0.96

Additional records follow:
structure | APOBEC3A inh | SENP1 inh | NLRP3 yeast inh | A3G deaminase | hIAP act | mIAP block | beta cell repl | hIAP block | mIAP activ
O=C(O)CCn1c2ccccc2c2nc3ccccc3nc21 | 1 | -35 | 31 | 1 | 1.2 | -1 | -4 | -16 | 1
Cc1ccccc1N/N=C/c1sc(=O)n(Cc2cccc(C(=O)O)c2)c1Cl | -5 | -21 | -2 | -3 | 0.95 | 26 | -4 | 5 | 0.74
COc1ccc(S(=O)(=O)NCC(=O)N(CC(=O)NCC2CCCO2)c2ccccc2C)cc1 (stereo not given) | -7 | 3 | 22 | -5 | 0.98 | -9 | -3 | 2 | 1.1
O=C(NC1CCCCC1)C(c1cccs1)N(C(=O)c1ccco1)c1ccc2c(c1)OCCO2 (stereo not given) | -1 | 0 | 5 | -4 | 1 | 14 | -2 | 0 | 0.86
N#Cc1ccccc1S(=O)(=O)N1CCN(c2ccc(S(=O)(=O)N3CCOCC3)cn2)CC1 | -1 | 2 | 16 | -2 | 1 | 5 | -1 | -5 | 0.95
O=C(O)CNC(=O)/C(=C\c1ccc2c(c1)OCO2)NC(=O)c1ccc(Br)cc1 | 1 | -43 | 7 | -1 | 0.91 | 10 | 0 | 9 | 0.9
CC(=O)Nc1ccc(OCC(O)Cn2c3ccccc3c3ccccc32)cc1 (stereo not given) | -6 | 1 | 19 | -6 | 0.86 | 4 | -1 | 14 | 0.96
O=C(/C=C/c1ccc(Cl)cc1Cl)NCCSCc1ccccc1 | 2 | 1 | 28 | -1 | 0.95 | 9 | -3 | 5 | 0.91
O=C1C(C2=NC(C(=O)O)C3C(=O)N(c4ccccc4)C(=O)C23)=C(O)c2ccccc21 (stereo not given) | 3 | 3 | -5 | -4 | 0.81 | -1 | -3 | 19 | 1
Cc1cccc2nc(C(=O)Nc3cccc(C(=O)NC4CC4)c3)cn12 | 3 | 1 | 5 | -2 | 1.1 | -7 | -4 | -7 | 1.1
CC1(C)Cc2c(sc(NC(=O)C(=O)N3CCCCC3)c2C(N)=O)CO1 | 3 | 1 | 0 | 1 | 0.98 | -11 | -1 | 2 | 1.1
CCOc1ccc(S(=O)(=O)Nc2cccc(C(=O)N3CCN(c4ccc(OC)cc4)CC3)c2)cc1 | -7 | 1 | 20 | -4 | 1.1 | -18 | -1 | -10 | 1.2
O=C(O)c1nn(CCOc2cccc(Cl)c2)c(=O)c2ccccc12 | 6 | 2 | 20 | -7 | 0.92 | 3 | 0 | 8 | 0.97
Cc1ccc(C(=O)NCC(=O)OCn2nnc3ccccc3c2=O)cc1 | 0 | 6 | 13 | -6 | 0.93 | -3 | -1 | 7 | 1
CCN(C[C@H]1N[C@@](Cc2ccccc2)(C(=O)OC)[C@H]2C(=O)N(C)C(=O)[C@@H]12)C(=O)NC(C)C | -5 | -1 | -4 | -5 | 0.87 | 7 | -1 | 13 | 0.93
C=CCNc1c2c(nc3nnnn13)CCCC2 | 3 | 3 | 6 | -3 | 1.1 | 1 | 3 | -12 | 0.99
O=C(CN(c1cccc([N+](=O)[O-])c1)S(=O)(=O)c1ccccc1)N(Cc1ccccc1)Cc1ccccc1 | 0 | 0 | 13 | 4 | 0.84 | 19 | -1 | 16 | 0.81
Cn1c(SCC(=O)Nc2ccc(F)cc2)nnc1C1CC1 | -1 | 0 | 15 | -4 | 0.98 | 1 | 0 | 2 | 0.99
O=C1C(Cc2ccccc2)Nc2ncnc(N3CCN(c4ccccc4)CC3)c2N1Cc1ccc(Br)cc1 (stereo not given) | -3 | 5&-3 | 18 | -4 | 0.9 | 7 | -5 | 10 | 0.93
CCOc1ccc(NC(=O)CNC(=O)COc2ccccc2)cc1 | 1 | 3 | 6 | -2 | 1 | -4 | 0 | -1 | 1
Cc1ccc(C(=O)Nc2ccc(-c3csc(C)n3)cc2)cc1 | 2 | 1 | 21 | -8 | 0.89 | 3 | -2 | 11 | 0.97
Cc1ccc(NC(=O)N2CCCc3ccccc32)cc1 | 1 | 1 | 25 | -4 | 0.9 | 7 | 1 | 10 | 0.93
Cc1ccc(OCCCn2cc(C#N)c3ccccc32)cc1 | -1 | 0 | 6 | 0 | 0.97 | -6 | -2 | 2 | 1.1
Cc1ccc(N2CC(C(=O)NCCS(=O)(=O)N3CCN(c4ccc(F)cc4)CC3)CC2=O)cc1 (stereo not given) | -4 | -1 | -3 | -6 | 1 | 8 | -2 | -2 | 0.92
O=C(Nc1cc(Cl)ccc1-n1cncn1)c1ccccc1OC(F)F | 0 | 0 | 27 | -4 | 0.99 | 6 | 0 | 0 | 0.94
COCCCNC(=O)c1ccc(S(=O)(=O)c2ccc(C)cc2)c(NC(C)=O)c1 | -2 | 0 | 20 | -6 | 1.1 | -1 | 1 | -6 | 1
O=C(CCCC(=O)N(c1ccc2c(c1)OCCO2)C(C(=O)NC1CCCCC1)c1ccc(F)cc1)Nc1ccccn1 (stereo not given) | -3 | 3 | 8 | -4 | 1 | -14 | -3 | -3 | 1.1
Cc1occc1-c1nnc(SCC(=O)N2CCc3ccccc32)o1 | 3 | 1 | 6 | 2 | 0.88 | 3 | -3 | 12 | 0.97
COc1cccc2c(=O)cc(C)n(CC(=O)Nc3ccccc3C)c12 | -1 | -1 | 16 | -2 | 1 | 1 | 0 | -3 | 0.99
COc1ccc([C@H]2CC(=O)C=C(c3ccc4ccccc4c3)C2)cc1OC | -2 | 1 | 23 | -10 | 0.95 | 10 | -5 | 5 | 0.9
Cc1ccc(-c2cc(-c3ccccc3)no2)cc1 | -4 | -2 | 32 | -8 | 0.8 | 0 | -4 | 20 | 1
Cn1c(=O)[nH]c2c(nc(-c3ccc(Cl)cc3)n2C)c1=O | -5 | -143 | 10 | -8 | 1 | -1 | -3 | -2 | 1
CCOc1ncccc1C(=O)NCc1ccc(C)cc1 | 2 | 2 | 26 | -2 | 1.1 | 0 | 0 | -9 | 0.99
Cc1ccccc1Cn1nc(C)c(NC(=O)c2nc3n(n2)C(C(F)F)CC(C)N3)c1C (stereo not given) | -5 | 0 | -2 | -2 | 1.2 | -8 | 1 | -20 | 1.1

Single values from above:
Under hIAP act, O=C(Nc1cc(Cl)ccc1-n1cncn1)c1ccccc1OC(F)F is entered as 0.99
Under beta cell repl, COc1ccc([C@H]2CC(=O)C=C(c3ccc4ccccc4c3)C2)cc1OC is entered as -5
Under A3G deaminase, Cc1ccc(NC(=O)N2CCCc3ccccc32)cc1 is entered as -4
Under A3G deaminase, Cc1ccc(OCCCn2cc(C#N)c3ccccc32)cc1 is entered as 0
